KDM4C inh: KDM4C (human) demethylase inhibition. 96,000 compounds, 0.15% hits. GST-KDM4C 2-372, H3K9me3 peptide, LANCE TR-FRET. inhibition, % at 12.5 µM. AID 720574. Q9H3R0;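 active = mean replicate inhibition above about 25%, with at least 55% of replicates also reaching it, limit read from the data, passing the limit was not always enough; inconclusive = only one of those two conditions met; inactive = neither condition met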
Target sequence (Q9H3R0 2-372 limits assumed): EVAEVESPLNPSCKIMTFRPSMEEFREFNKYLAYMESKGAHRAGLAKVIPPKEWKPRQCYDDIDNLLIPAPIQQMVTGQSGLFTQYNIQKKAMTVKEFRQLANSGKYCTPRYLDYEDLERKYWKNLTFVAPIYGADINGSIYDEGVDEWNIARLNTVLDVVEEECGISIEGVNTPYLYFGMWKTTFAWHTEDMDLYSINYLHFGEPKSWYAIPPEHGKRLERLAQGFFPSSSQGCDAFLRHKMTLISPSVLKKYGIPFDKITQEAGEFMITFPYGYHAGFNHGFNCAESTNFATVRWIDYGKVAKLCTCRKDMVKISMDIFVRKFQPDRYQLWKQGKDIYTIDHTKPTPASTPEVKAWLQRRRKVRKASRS
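System: N-terminal GST-fused human GASC-1 (KDM4C) fragment, residues 2-372; amount: enzyme final amount 10 nM; incubation: reaction 30 min RT, detection step 1 h RT; medium: HEPES buffer, pH 7.5, plus ascorbate; technique: LANCE TR-FRET, Eu antibody, ULight-streptavidin, EDTA, ex 340 nm, em 618/671 nm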
Pf Dd2 inh: P. falciparum Dd2 growth inhibition; SYBR Green, 72 h; stronger effect = lower value; activity change, % at 10 µM; 94,000 compounds, 2.3% hits; AID 1159554; in the data active = activity change below about -80%; inconclusive = no clear call, values can overlap the other calls
T cruzi growth: T. cruzi proliferation inhibition; 77,000 compounds, 5.9% hits; T. cruzi beta-gal in NIH3T3, GalScreen luminescence, 90 h; inhibition, % at 8.34 µM;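 active = mean inhibition above about 93%, with at least 55% of replicates each passing it, limit read from the data, passing the limit was not always enough; inconclusive = only one of those two conditions holds; inactive = neither condition holds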
C diff growth: blocks growth of Clostridium difficile; 86,000 compounds, 0.25% hits; growth activity, negative = inhibition, % at 16 µg/mL (by protocol); Clostridium difficile clinical isolate growth, OD600, 24 h; stronger effect = lower value; AID 1259249;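 active = mean growth activity at or below -80% and every replicate also at or below -80%; inconclusive = mean at or below -80% but some replicate above -80%; inactive = mean growth activity above -80%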;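 also: 0% = DMSO wells and -100% = levofloxacin 16 µg/mL wells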
An asterisk follows results filed as active; ? = inconclusive; / = not tested or not shown.

SMILES	KDM4C inh	Pf Dd2 inh	T cruzi growth	C diff growth
C[C@@H]1CN([C@H](C)CO)C(=O)c2cc(NC(=O)C3CCCCC3)ccc2O[C@@H](C)CCCCO[C@H]1CN(C)C(=O)CCC(F)(F)F	0.1	4.0	56.5	-3.7
CN1C(=O)c2cc(NC(=O)Nc3ccccc3Cl)ccc2OC[C@H]2O[C@@H](CC(=O)NCCCN3CCOCC3)CC[C@H]21	-3.6	/	-45.6	1.1
CCNC(=O)C[C@@H]1CC[C@@H]2[C@@H](COc3ccc(NC(=O)C4CCOCC4)cc3C(=O)N2C)O1	1.7	6.4	-37.2	1.4
COc1cccc(C(=O)Nc2ccc3c(c2)C(=O)N(C)C[C@H](OC)[C@H](C)CN(C(C)=O)[C@H](C)CO3)c1	0.9	-3.8	3.8	-5.6
CCCC(=O)Nc1ccc2c(c1)C(=O)N(C)[C@H]1CC[C@H](CC(=O)Nc3cn(C)nc3C)O[C@H]1CO2	7.5	4.3	-24.0	-0.5
CCCC#Cc1ccc([C@@H]2[C@H](CO)N3CCCCN(Cc4cncnc4)C[C@@H]23)cc1	-1.0	-26.9	42.2	-2.4
C[C@@H]1CN([C@@H](C)CO)C(=O)c2cccc(NS(=O)(=O)c3ccc(Cl)cc3)c2O[C@@H]1CN(C)Cc1ccccc1	-0.5	-5.3	26.9	2.7
COc1ccc(S(=O)(=O)N(C)C[C@H]2Oc3ccc(NC(=O)CCN4CCOCC4)cc3C(=O)N([C@H](C)CO)C[C@@H]2C)cc1	-1.7	15.6	5.0	/
Cc1ccc(CN2CC(=O)N3[C@@H](CO)[C@H](c4ccc(Br)cc4)[C@@H]3C2)cc1	-0.4	-51.0	/	-3.0
O=C(C[C@H]1C=C[C@@H](NC(=O)c2ccc3c(c2)OCO3)[C@H](CO)O1)NC1Cc2ccccc2C1	-0.5	-11.7	-27.7	-3.0
C[C@@H](O)C#Cc1ccc([C@H]2[C@H]3CN(S(=O)(=O)Cc4ccccc4)CCCCN3[C@H]2CO)cc1	0.4	-8.8	43.9	2.0
C[C@@H]1CCCCO[C@@H](CN(C)C)[C@@H](C)CN([C@H](C)CO)C(=O)c2cc(NS(=O)(=O)c3cccs3)ccc2O1	-0.7	57.6	-3.1	1.8
C[C@@H]1CN([C@H](C)CO)C(=O)c2cc(N(C)C)ccc2O[C@H]1CN(C)C	/	34.4	-37.6	-3.7
C[C@@H]1CN([C@@H](C)CO)C(=O)Cc2cc(NS(C)(=O)=O)ccc2O[C@@H]1CN(C)C(=O)Nc1ccc(C(F)(F)F)cc1	11.6	2.3	-2.5	-1.4
Cc1noc(C)c1S(=O)(=O)Nc1ccc2c(c1)CC(=O)N([C@H](C)CO)C[C@@H](C)[C@@H](CN(C)S(=O)(=O)c1cccs1)O2	-1.7	-16.5	17.0	0.9
C[C@@H]1CN([C@@H](C)CO)C(=O)c2cc(NC(=O)CCN3CCOCC3)ccc2O[C@H]1CN(C)S(=O)(=O)c1ccccc1	4.1	13.8	14.6	-9.9
C[C@H](CO)N1C[C@H](C)[C@H](CN(C)C(=O)NC2CCCCC2)Oc2c(NC(=O)Nc3ccc(C(F)(F)F)cc3)cccc2C1=O	-0.3	-22.6	43.8	75.9
CN(C)C(=O)c1cccc(-c2ccc3c(c2)[C@@H]2[C@@H](CCN2C(=O)C2CCC2)[C@H](CO)N3)c1	-0.9	-40.1	/	-0.7
CCCC#Cc1ccc2c(c1)O[C@@H](CN(C)C(=O)C1CC1)[C@H](C)CN([C@H](C)CO)S2(=O)=O	-1.1	-37.7	62.2	-2.8
O=C(C1CCCCC1)N1CC(=O)N2[C@H](C1)[C@@H](c1ccc(-c3cccnc3)cc1)[C@@H]2CO	-1.2	-54.9	/	-3.8
Cc1noc(C)c1NC(=O)NCC[C@H]1CC[C@@H](NC(=O)Cc2cccnc2)[C@H](CO)O1	1.9	18.8	-38.5	0.9
CC(C)C#Cc1ccc([C@H]2[C@H](CO)N3CCCCN(S(=O)(=O)Cc4ccccc4)C[C@@H]23)cc1	0.0	-16.5	108.8*	-4.3
COc1ccc(S(=O)(=O)N2CC3(CN(C(=O)CN(C)C)[C@@H](CO)c4c3c3ccc(OC)cc3n4C)C2)cc1	-0.1	-67.4	/	-5.6
CN(C)CC(=O)N1[C@H](C(=O)NC2CCC2)[C@@H](CO)[C@@H]2Cn3c(ccc(-c4cccc(F)c4)c3=O)[C@@H]21	2.8	7.4	35.5	1.7
C[C@H]1CN([C@@H](C)CO)C(=O)Cc2cc(NC(=O)CCC(F)(F)F)ccc2O[C@@H]1CN(C)S(=O)(=O)c1cn(C)cn1	0.1	11.4	7.5	-4.0

A draw from above in order of molecular weight, smallest number first.
SMILES	KDM4C inh	Pf Dd2 inh	T cruzi growth	C diff growth
CN(C)C(=O)c1cccc(-c2ccc3c(c2)[C@@H]2[C@@H](CCN2C(=O)C2CCC2)[C@H](CO)N3)c1	-0.9	-40.1	/	-0.7
COc1cccc(C(=O)Nc2ccc3c(c2)C(=O)N(C)C[C@H](OC)[C@H](C)CN(C(C)=O)[C@H](C)CO3)c1	0.9	-3.8	3.8	-5.6
C[C@@H]1CN([C@@H](C)CO)C(=O)Cc2cc(NS(C)(=O)=O)ccc2O[C@@H]1CN(C)C(=O)Nc1ccc(C(F)(F)F)cc1	11.6	2.3	-2.5	-1.4
C[C@@H]1CN([C@H](C)CO)C(=O)c2cc(NC(=O)C3CCCCC3)ccc2O[C@@H](C)CCCCO[C@H]1CN(C)C(=O)CCC(F)(F)F	0.1	4.0	56.5	-3.7

The list goes on:
SMILES	KDM4C inh	Pf Dd2 inh	T cruzi growth	C diff growth
C[C@@H]1CN([C@@H](C)CO)C(=O)c2cc(NC(=O)C3CC3)ccc2O[C@@H]1CN(C)Cc1ccc2c(c1)OCO2	-0.7	17.4	70.1	-3.4
C[C@@H]1CN([C@@H](C)CO)C(=O)c2cccc(NS(=O)(=O)c3cccs3)c2O[C@@H]1CN(C)Cc1ccc2c(c1)OCO2	-0.8	27.0	-50.0	/
CC=Cc1ccc2n(c1=O)C[C@@H]1[C@@H](CO)[C@H](C(=O)NCC)[C@H]2N1CC1CCOCC1 (mixture of isomers)	0.6	0.9	-10.7	-6.3
C[C@@H]1CN([C@H](C)CO)S(=O)(=O)c2ccc(-c3cccc(C(=O)N(C)C)c3)cc2O[C@H]1CN(C)Cc1ccc2c(c1)OCO2	0.4	-79.3	/	1.5
COc1ccc(NC(=O)Nc2ccc3c(c2)C(=O)N([C@H](C)CO)C[C@H](C)[C@H](CN(C)S(=O)(=O)c2ccc(C)cc2)O3)cc1	-1.5	13.8	27.1	-11.5
O=C(C[C@H]1CC[C@H](NC(=O)C2CCC2)[C@@H](CO)O1)NCc1ccncc1	1.2	10.2	/	7.2
Cc1ccccc1-c1ccc([C@H]2[C@H]3CN(C(=O)Nc4cccc(F)c4)CCCCN3[C@H]2CO)cc1	0.7	-29.0	91.8	13.5
CCCC#Cc1ccc2c(c1)O[C@H](CN(C)S(C)(=O)=O)[C@H](C)CN([C@H](C)CO)S2(=O)=O	-1.1	10.9	31.3	1.8
CO[C@@H]1CN(C)C(=O)c2cc(NC(=O)C3CCCCC3)ccc2OC[C@H](C)NC[C@@H]1C	-0.2	-56.6	42.1	/
COc1ccc(NC(=O)Nc2ccc3c(c2)C(=O)N([C@@H](C)CO)C[C@H](C)[C@@H](CN(C)C(=O)NC(C)C)O3)cc1	0.6	1.5	11.0	-9.7
CCCNC(=O)Nc1ccc2c(c1)C(=O)N(C)C[C@H](OC)[C@H](C)CN(CC1CCCC1)[C@H](C)CO2	-0.5	/	-55.2	/
Cc1noc(C)c1S(=O)(=O)Nc1ccc2c(c1)C(=O)N([C@H](C)CO)C[C@@H](C)[C@H](CN(C)CC1CC1)O2	-1.5	2.1	-11.2	-0.3
COCC(=O)Nc1ccc2c(c1)OC[C@H](C)N(Cc1cccc(F)c1)C[C@@H](C)[C@H](OC)CN(C)C2=O	0.6	-17.7	/	-0.6
CO[C@@H]1CN(C)C(=O)c2cc(NC(=O)CC(F)(F)F)ccc2OC[C@H](C)N(C(=O)c2ccccc2F)C[C@H]1C	0.5	41.4	/	-6.5
COc1ccc(NC(=O)Nc2ccc3c(c2)C(=O)N([C@H](C)CO)C[C@H](C)[C@@H](CN(C)Cc2ccc(C(F)(F)F)cc2)OCCCC[C@@H](C)O3)cc1	-0.7	-48.3	84.1	4.0
CC(C)c1cn(CC[C@@H]2CC[C@@H](NC(=O)C3CCCC3)[C@@H](CO)O2)nn1	-0.8	0.5	/	2.9
N#C[C@@H]1[C@@H](c2ccc(C3=CCCC3)cc2)[C@@H](CO)N1C(=O)c1cccc(F)c1	0.6	9.0	-2.4	1.5
CN(C)CCCNC(=O)C[C@H]1CC[C@@H]2[C@@H](COc3ccc(NC(=O)NC4CCCC4)cc3C(=O)N2C)O1	-2.9	0.5	23.4	/
CCNC(=O)C[C@@H]1CC[C@H]2[C@@H](COC[C@@H](O)CN2C(=O)C2CC2)O1	-0.2	7.0	-2.4	8.6
Cc1noc(C)c1NC(=O)Nc1ccc2c(c1)C(=O)N([C@H](C)CO)C[C@@H](C)[C@@H](CN(C)C)O2	0.2	-4.0	/	-1.6
C[C@@H]1CN([C@@H](C)CO)C(=O)Cc2cc(NS(=O)(=O)c3ccccc3)ccc2O[C@H]1CN(C)Cc1ccncc1	17.1	-42.4	30.8	-1.7
O=C(C[C@H]1CC[C@@H](NC(=O)Nc2ccc(C(F)(F)F)cc2)[C@H](CO)O1)NCc1ccccn1	-0.5	6.9	6.0	3.7
C[C@@H]1CCCCO[C@@H](CN(C)C(=O)Nc2ccccc2)[C@H](C)CN([C@H](C)CO)C(=O)c2cc(NC(=O)Nc3ccc(C(F)(F)F)cc3)ccc2O1	0.7	-71.4	/	-1.6
Cc1noc(C)c1NC(=O)Nc1ccc2c(c1)C(=O)N([C@@H](C)CO)C[C@@H](C)[C@H](CN(C)Cc1ccc(C(=O)Nc3ccccc3N)cc1)O2	0.7	-8.2	75.8	/
O=C(C[C@@H]1C=C[C@H](NC(=O)Nc2cccc(F)c2)[C@H](CO)O1)NCC1CC1	2.9	7.8	/	5.9
(list continues)
SMILES	KDM4C inh	Pf Dd2 inh	T cruzi growth	C diff growth
CC(C)NC(=O)NCC[C@H]1CC[C@H](NC(=O)CCN2CCCCC2)[C@@H](CO)O1	0.8	0.3	13.2	5.3
O=C(NCC1CCCCC1)[C@@H]1[C@@H](CO)[C@@H]2Cn3c(cccc3=O)[C@H]1N2C(=O)c1ccncc1	-2.9	7.1	54.5	-0.9
COc1ccccc1C#Cc1ccc([C@H]2[C@@H](CO)N(C(=O)C3CCCC3)[C@H]2C#N)cc1	-3.6	-26.9	/	-2.0
C[C@@H]1CCCCO[C@H](CN(C)S(=O)(=O)c2ccc(F)cc2)[C@@H](C)CN([C@@H](C)CO)C(=O)c2cc(NS(C)(=O)=O)ccc2O1	0.5	-45.6	-5.8	-2.1
CN(C)C(=O)c1ccc(-c2ccc([C@@H]3[C@@H](CO)N(C(=O)C4CCCCC4)[C@H]3C#N)cc2)cc1	-1.3	-30.8	89.1	1.1
CCCNC(=O)N1C[C@H]2[C@@H](c3ccccc31)[C@H](CO)N2C(=O)c1ccncc1	-1.5	6.2	20.5	-6.5
COCCNC(=O)C[C@@H]1C[C@@H]2c3cc(NC(=O)COC)ccc3O[C@@H]2[C@@H](CO)O1	2.3	11.6	34.6	-2.5
Cc1noc(C)c1S(=O)(=O)Nc1ccc2c(c1)CC(=O)N([C@H](C)CO)C[C@H](C)[C@@H](CN(C)S(=O)(=O)c1c(C)noc1C)O2	1.3	-12.1	20.1	-2.5
C[C@@H]1CN([C@@H](C)CO)C(=O)c2cc(NC(=O)CCC(F)(F)F)ccc2O[C@H]1CN(C)S(=O)(=O)c1ccccc1	-0.8	19.9	21.6	4.6
C[C@@H]1CN([C@@H](C)CO)C(=O)c2cc(C3=CCCCC3)cnc2O[C@H]1CN(C)C(=O)Cc1cccnc1	-3.1	-13.9	67.8	5.2
COCC(=O)Nc1ccc2c(c1)OC[C@H](C)N(C(=O)CC1CC1)C[C@H](C)[C@@H](OC)CN(C)C2=O	3.6	1.4	/	2.5
C[C@H]1CCCCO[C@@H](CN(C)S(=O)(=O)c2cccs2)[C@@H](C)CN([C@@H](C)CO)C(=O)c2cc(NC(=O)Nc3ccc(C(F)(F)F)cc3)ccc2O1	0.2	-88.7*	?	-10.4
COCC(=O)N1CC(=O)N2[C@H](CO)[C@H](c3ccc(-c4ccncc4)cc3)[C@@H]2C1	-1.2	50.3	/	9.6
C[C@@H]1CN([C@H](C)CO)C(=O)c2cc(NC(=O)Nc3ccc(F)cc3)ccc2O[C@H]1CN(C)Cc1ccc(-c2ccccc2)cc1	-0.7	8.6	47.9	2.1
O=C(c1ccccc1F)N1CC[C@@H]2[C@H]1c1cc(C#Cc3ccccc3)ccc1N[C@@H]2CO	6.2	-14.2	76.9	-16.1
COc1ccc(NC(=O)Nc2ccc3c(c2)C(=O)N([C@@H](C)CO)C[C@@H](C)[C@@H](CN(C)S(=O)(=O)c2cn(C)cn2)O3)cc1	0.1	9.8	22.9	-3.2
C[C@@H]1CN([C@@H](C)CO)C(=O)c2cccc(NC(=O)Nc3ccc(C(F)(F)F)cc3)c2O[C@@H]1CN(C)Cc1ccc(-c2ccccc2)cc1	-1.9	-79.2	?	41.2

Screens: PubChem BioAssay, Broad Institute
